# M1 PAM: human CHRM1 positive allosteric modulation; P11229; AID 588819; actives 0.088% (n = 360,000); CHO-K1 hM1, Fluo-8 calcium fluorescence, ACh EC20; 0% = ACh EC20, 100% = maximal ACh; activation, % at 3 µM; in the data active means activation above about 19%, passing the limit was not always enough
# CHRM4 agonist: agonists of human muscarinic M4 receptor (CHRM4); P08173; CHO-K1 hM4/Gqi5, Fluo-8 calcium fluorescence; vehicle 0%, full acetylcholine response 100%; activation, % at 3 µM; actives 0.14% (n = 360,000); AID 624127;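 active means activation above the run mean over all test wells plus 3 SD, cut at about 32% in these data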;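 further: peak over basal fluorescence ratio per well then scaled between controls; 0% = DMSO wells and 100% = acetylcholine at EC100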
# Target sequence (P08173 whole entry, looked up): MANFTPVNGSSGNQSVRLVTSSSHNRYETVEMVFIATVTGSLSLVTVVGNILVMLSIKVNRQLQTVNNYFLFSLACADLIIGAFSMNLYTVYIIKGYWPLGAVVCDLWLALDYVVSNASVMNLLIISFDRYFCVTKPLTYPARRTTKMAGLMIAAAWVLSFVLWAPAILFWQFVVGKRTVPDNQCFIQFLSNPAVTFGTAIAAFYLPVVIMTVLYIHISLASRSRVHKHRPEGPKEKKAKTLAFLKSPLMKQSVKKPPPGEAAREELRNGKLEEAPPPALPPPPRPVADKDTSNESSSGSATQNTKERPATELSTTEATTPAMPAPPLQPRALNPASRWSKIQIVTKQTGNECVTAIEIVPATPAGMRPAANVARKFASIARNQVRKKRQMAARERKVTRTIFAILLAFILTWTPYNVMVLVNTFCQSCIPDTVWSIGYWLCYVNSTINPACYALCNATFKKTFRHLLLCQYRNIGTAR
# CHRM5 agonist: agonists of human muscarinic M5 receptor (CHRM5). P08912. actives 0.19% (n = 360,000). CHO-K1 hM5 cells, Fluo-8 calcium fluorescence; 0% DMSO wells, 100% maximal acetylcholine response. activation, % at 3 µM;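 active means activation above the run's mean over test compounds plus 3 SD, cut at about 23% in these data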;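 further: signal is peak over basal fluorescence ratio across the kinetic read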
# Target sequence (P08912 whole entry, looked up): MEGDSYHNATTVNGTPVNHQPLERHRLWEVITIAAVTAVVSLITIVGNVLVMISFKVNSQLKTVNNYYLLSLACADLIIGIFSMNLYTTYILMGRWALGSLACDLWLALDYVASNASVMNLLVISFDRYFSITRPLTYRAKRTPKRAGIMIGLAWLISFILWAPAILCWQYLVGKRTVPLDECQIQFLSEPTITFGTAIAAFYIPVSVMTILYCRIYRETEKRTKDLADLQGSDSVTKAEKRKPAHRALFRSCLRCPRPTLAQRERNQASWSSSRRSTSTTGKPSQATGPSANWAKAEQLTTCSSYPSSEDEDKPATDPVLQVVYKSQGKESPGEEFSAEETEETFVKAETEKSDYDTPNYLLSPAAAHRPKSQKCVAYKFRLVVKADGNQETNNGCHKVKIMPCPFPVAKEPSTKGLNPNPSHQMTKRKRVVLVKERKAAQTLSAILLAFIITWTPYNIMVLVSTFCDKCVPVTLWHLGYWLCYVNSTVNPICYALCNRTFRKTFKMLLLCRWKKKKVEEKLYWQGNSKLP
# CHRM5 PAM: CHRM5 positive allosteric modulation | CHO-K1 hM5, Fluo-8 calcium, ACh EC20 PAM; 0% = ACh EC20, 100% = ACh EC100 | activation, % at 3 µM | P08912 | actives 0.3% (n = 360,000);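 active means activation above the run cutoff, the mean activation of all test compounds plus 3 SD, cut at about 18% in these data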
#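 system = human M5 receptor in CHO-K1 cells | compound = one concentration, 3 µM final (nominal) | schedule = Post-acetylcholine fluorescence recording 140 s | signal = Fluo-8 calcium dye fluorescence, kinetic read | benchmarks = low control EC20 acetylcholine (0%), high control EC100 acetylcholine (100%) | repeats = singlicate, one well per test compound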
# CRFBP-R2 block: antagonists of CRF-binding protein/CRF-R2 receptor complex | HEK293 CRF-R2/CRF-BP, CRF-induced calcium fluorescence | inhibition, % at 11.8 µM | actives 0.59% (n = 350,000) | AID 588475;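 active means inhibition of the ligand-induced calcium signal above about 50% at the single tested concentration, limit read from the data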
# CHRM4 PAM: CHRM4 positive allosteric modulation; P08173; CHO-K1 hM4/Gqi5, Fluo-8 calcium fluorescence, ACh EC20; 0% = ACh EC20, 100% = maximal ACh; activation, % at 3 µM; actives 0.4% (n = 360,000); AID 624126;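 active means activation above its plate's cutoff, the mean activation of sample wells plus 3 SD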; further: some results filed as inactive read as strong as hits
# CRFR2-BP ag: agonists of human CRF-binding protein/CRF-R2 receptor complex. HEK293 CRF-R2/CRF-BP, calcium dye fluorescence (FLIPR); percent of saturating CRF peptide response. activation, % at 13.2 µM. actives 0.46% (n = 350,000). AID 588473;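 active means activation of at least 50%, plus an integration ratio under a set limit after plate pattern correction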;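 further: plate controls were neutral control wells without compound for no effect and CRF at EC100 for full effect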
# CHRM4 antagonist: blocks acetylcholine activation of human M4 receptor. P08173. CHO-hM4 cells, ACh EC80, Fluo-8 calcium fluorescence. inhibition, % at 3 µM. actives 0.73% (n = 360,000). AID 624125;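 active means inhibition above its plate's cutoff, the mean inhibition of sample wells plus 3 SD, cut at about 27% in these data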;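 further: 0% = acetylcholine EC80 with DMSO and 100% = DMSO without agonist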
# CHRM5 antagonist: antagonists of human muscarinic M5 receptor (CHRM5). P08912. CHO-hM5 cells, Fluo-8 calcium fluorescence, ACh EC80. inhibition, % at 3 µM. actives 0.59% (n = 360,000);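 active means inhibition above a per-plate cutoff, the mean of that plate's test compounds plus 3 SD, cut at about 27% in these data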;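 further: 0% = acetylcholine EC80 with DMSO and 100% = DMSO without agonist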
# Starred values were filed as active, the others as inactive; x = not tested or not shown.
SMILES,M1 PAM,CHRM4 agonist,CHRM5 agonist,CHRM5 PAM,CRFBP-R2 block,CHRM4 PAM,CRFR2-BP ag,CHRM4 antagonist,CHRM5 antagonist
COc1ccc(NC(=O)N2CCCC(c3nc(-c4ccc(F)cc4)no3)C2)cc1 (stereo not given),7,3,-2,-1,-6,3,-1.4,-7,-3
N#Cc1c(-c2cccc(Br)c2)cc(-c2cccnc2)nc1N,2,2,-3,1,48,11,-1.1,-7,-2
COc1ccc2c(c1)NC(=O)CC(c1ccccc1)=N2,4,1,-1,5,4,10,0.1,-5,-5
CCCCC[C@H]1CN(C2CCCCC2)C(=O)[C@@H]1CC(=O)NCc1ccccc1,0,3,-3,-5,-11,1,-2.6,8,14
COc1ccc(OC(=O)Nc2ccccc2)cc1,11,2,2,2,47,-5,-1.2,-13,-3
O=C(c1cccs1)n1cc(C(=S)N2CCOCC2)c2ccccc21,4,1,-3,-3,-18,-5,0.6,7,3
Cc1cc(C)cc(NS(=O)(=O)c2ccc(NC(=S)Nc3ccccc3)cc2)c1,10,2,-1,-8,9,5,-1.0,-6,7
CCOC(=O)N1CCN(C(=O)C2CCN(C(=O)c3cc4sccc4n3CC)CC2)CC1,2,6,3,-6,7,-6,-0.3,-5,3
CC(=O)Oc1ccc(/C=N/NC(=O)CCSc2ccccc2)cc1,0,2,-2,-9,-20,-4,-1.9,7,5
CCOC(=O)CC(=O)Nc1cc2ccc(OC)c(OC)c2cc1C(=O)OCC,6,1,1,-1,-3,2,24,5,3
O=C(OCC(=O)N1CCOCC1)c1cccc(S(=O)(=O)N2CCCc3ccccc32)c1,1,3,-5,-3,4,-8,1.3,0,6
O=C(Nc1ccc(NC(=O)c2ccccc2F)cc1)c1ccccc1F,4,-1,-2,-4,10,-10,2.5,20,12
Cc1ccc(/C=N/n2cc(-c3ccccc3)[nH]c2=S)s1,2,0,-3,-1,-13,-3,6.1,-4,4
CC(C)C[C@H](NC(=O)NC1CCCc2ccccc21)C(=O)O (stereo not given in full),5,1,2,9,4,15,2.5,-3,-7
CCCNC(=O)C1(C)CCN(C(=O)c2ccc3sccc3c2)C1 (stereo not given),3,1,-1,-1,x,2,x,1,23
CCc1ccc(C(=O)NNC(=O)[C@H](C)NC(=O)c2ccco2)cc1,6,0,-2,-1,8,2,2.0,4,12
CCn1cc(S(=O)(=O)NCCc2ccccc2OC)cn1,4,1,-2,1,9,2,2.9,-4,-3
COc1cc(/C=C/C2=CC(C)(C)NC(=S)N2)cc(OC)c1OC,4,1,-3,-2,4,7,-2.6,-5,1
O=C1c2ccccc2-c2c1cccc2C(=O)N1CCCCCC1,2,3,-3,-3,-35,8,-3.5,-13,4
CCc1cc(=O)oc2cc(C)c(CN3CCCC3)c(O)c12,9,1,2,0,-8,3,5.1,2,-5
CCOC(=O)c1ccc(NC(=O)CSc2nncn2-c2cccnc2)cc1,-1,3,-3,3,-2,2,0.6,-11,7
N#C/C(=C\c1cccs1)C(=O)NCc1ccco1,3,1,-1,0,12,4,1.4,7,-1
COc1ccc(-c2csc(C(C)(O)c3ccc(OC)cc3)n2)cc1 (stereo not given),9,7,2,-6,x,3,x,-5,4
O=c1ccc(-c2ccc(S(=O)(=O)Nc3cccc(Br)c3)o2)n[nH]1,2,1,-4,1,3,-3,-1.4,0,2
COc1ccc2c(c1)/C(=C\c1cccc(/C=C3/C(=O)Nc4ccc(OC)cc43)n1)C(=O)N2,6,7,0,-6,12,-2,-1.7,2,19
O=C(Cn1[nH]c(=O)c2ccccc2c1=O)NNC(=O)c1ccccc1,0,0,0,1,-4,-5,1.7,9,-1
COc1ccc(S(=O)(=O)N2CCOCC2)cc1NC(=O)CSc1nnc2c(n1)[nH]c1ccccc12,-3,2,-6,-2,-2,-4,1.3,14,-4
CN(CC(=O)NCc1cccc(F)c1)C(=O)c1ccco1,0,1,2,-1,6,9,-0.6,-5,5
Cn1nnc2cc(C(=O)Nc3ccccc3)ccc21,9,1,-4,-2,1,-2,0.1,-4,9
CCCn1nc(NC(=O)C2CCCO2)c2cc3cc(C)ccc3nc21 (stereo not given),4,0,0,-2,-15,5,-0.7,-15,2
COc1ccc(C2CCCN2C(=O)Nc2ccc(Cl)cc2)cc1OC (stereo not given),-4,13,6,-7,22,-6,0.4,-2,2
CN(C)c1ccc(N=Nc2ccccc2C(=O)OCC(=O)Nc2ccccc2C(F)(F)F)cc1,0,1,-4,-8,9,-7,-2.7,9,18
COC(=O)c1cccc(CN2C(=O)C(C)Sc3ccc(C)cc32)c1 (stereo not given),-7,1,-2,-8,x,-1,x,7,5
O=C(COc1ccccc1)Nc1nnc(S(=O)(=O)N2CCCC2)s1,-4,2,1,4,4,7,1.3,-7,-4
CCOC(=O)c1ccc(NC(=O)CC2NCCNC2=O)cc1 (stereo not given),7,2,2,4,2,13,-2.7,2,-4
COc1cc(C(C)=O)ccc1OCC(O)CN(CCO)Cc1ccccc1 (stereo not given),-3,0,0,-1,-1,-8,0.4,1,1
CCN(CC)CCCn1c2c(c(SCC(=O)N3CCCc4ccccc43)nc1=O)CCC2,-12,0,-9,5,1,-14,-0.8,13,-2
COc1cccc(CNC(=O)C(CCSC)NS(=O)(=O)c2ccc3c(c2)oc(=O)n3C)c1 (stereo not given),0,0,0,0,-26,3,0.0,-4,-5
CCCN[C@H]1CCc2nc(N)sc2C1,9,0,0,-3,6,1,0.3,-8,2
CNC1(C(N)=O)CCN(Cc2ccccc2)CC1,2,1,-2,6,-1,2,0.5,-9,5
O=C(N/N=C/c1cc([N+](=O)[O-])cc([N+](=O)[O-])c1O)/C(=C\c1cccs1)NC(=O)c1ccccc1,2,0,-1,-4,-5,7,4.1,-5,18
COc1ccc(C(=O)Nc2ccc(N3CCN(C(=O)c4cccs4)CC3)cc2)cc1Br,-4,13,-1,-9,-5,-6,-1.1,6,13
Brc1ccccc1OCCCOc1cccc2cccnc12,12,1,-2,1,2,0,-1.3,-8,6
COc1ccc(OC)c(NC=C2C(=O)OC(C)(C)OC2=O)c1,9,1,-1,-6,-2,1,-0.1,3,1
COc1c(Cl)cc(Cl)cc1C(=O)n1nc(C)cc1C,11,-1,-3,5,-2,-2,0.1,-2,-1

# Reprinted at random: four records from the list
SMILES,M1 PAM,CHRM4 agonist,CHRM5 agonist,CHRM5 PAM,CRFBP-R2 block,CHRM4 PAM,CRFR2-BP ag,CHRM4 antagonist,CHRM5 antagonist
COc1cccc(CNC(=O)C(CCSC)NS(=O)(=O)c2ccc3c(c2)oc(=O)n3C)c1 (stereo not given),0,0,0,0,-26,3,0.0,-4,-5
CNC1(C(N)=O)CCN(Cc2ccccc2)CC1,2,1,-2,6,-1,2,0.5,-9,5
COc1cc(C(C)=O)ccc1OCC(O)CN(CCO)Cc1ccccc1 (stereo not given),-3,0,0,-1,-1,-8,0.4,1,1
COC(=O)c1cccc(CN2C(=O)C(C)Sc3ccc(C)cc32)c1 (stereo not given),-7,1,-2,-8,x,-1,x,7,5

# (cont.)
SMILES,M1 PAM,CHRM4 agonist,CHRM5 agonist,CHRM5 PAM,CRFBP-R2 block,CHRM4 PAM,CRFR2-BP ag,CHRM4 antagonist,CHRM5 antagonist
CCCn1ncc(C(=O)NC2CCCN(Cc3ccc(Cl)cc3)C2)c1C (stereo not given),2,1,-8,-1,-11,0,0.7,1,4
O=C(c1ccco1)N1CCN(Cc2nnc(-c3ccccc3F)o2)CC1,-1,1,-3,3,7,-6,-0.3,10,4
Cc1cc(=O)[nH]c(N2CCN(C(=O)c3ccco3)CC2)n1,1,1,-3,-3,-28,4,3.3,-6,3
CC(C)(O)C#Cc1ccc(C(=O)NCCC(=O)O)s1,1,0,-1,-6,16,-3,-1.8,-1,-3
c1ccc(-c2n[nH]c3c2CCC3)cc1,6,1,-5,-5,-3,2,-1.0,-4,5
Cc1nn(-c2ccccc2)c(Cl)c1C(=O)NNC(=O)c1ccccc1O,16,6,5,-8,-3,15,0.8,-16,10
COc1cc(OC)c(OC)cc1CN1CCN(S(=O)(=O)c2ccc(F)cc2)CC1,10,1,-7,8,3,16,-0.1,-4,-5
CC(=O)Nc1ccc(C(=O)OCC(=O)/C(C#N)=C(\C)N)cc1,-2,0,-1,3,2,0,1.8,-5,2
Cc1cc(N2C(=O)C(=O)/C(=C(/O)c3ccccc3)C2c2cccc(Br)c2)no1 (stereo not given),-8,0,0,-2,6,-10,0.5,14,3
Clc1ccc(Nc2nc(-c3cccnc3)cs2)cc1,12,1,-5,1,0,-1,-1.1,0,0
Cc1n[nH]c(=S)n(NC(=O)CC(=O)Nn2c(=S)[nH]nc(C)c2=O)c1=O,3,1,2,13,2,12,-3.0,-13,-10
O=C(CN1CCN(c2ccc(F)cc2)CC1)Nc1ccc(S(=O)(=O)N2CCOCC2)cc1,0,2,2,4,-1,0,1.2,10,6
CC(C)(C)SC(=O)C[C@@H]1NS(=O)(=O)OC2CCCCC21 (stereo not given in full),8,0,-2,1,-2,6,-2.2,4,6
CCOC(=O)C(C)Sc1nc2ccccc2c(=O)n1CC1CCCCC1 (stereo not given),3,0,1,-2,-59,-2,5.6,-12,0
O=C(CN1C(=O)NC2(CCOc3ccccc32)C1=O)NCc1ccccc1 (stereo not given),8,0,-1,-5,-11,3,-2.1,0,4
CC(C)(C)C1CCC(C(=O)Nc2nccs2)CC1 (stereo not given),9,-1,-6,-1,-19,3,2.6,6,14
O=C(O)CCC(=O)Nc1ccc(Br)cc1C(=O)c1ccccc1Cl,11,1,0,8,-9,-1,0.7,6,1
Clc1ccc(N/N=C/c2cccnc2)cc1,4,1,-2,-9,-18,3,1.0,-9,8
CN(C)S(=O)(=O)c1cc(NC(=O)COC(=O)c2ccc3c(c2)OCO3)ccc1Cl,4,10,-2,-8,-39,-3,0.9,-11,-13
COCC(=O)N(C)C[C@H]1Oc2ncc(C#C[C@H](C)O)cc2C(=O)N([C@@H](C)CO)C[C@H]1C,4,2,-1,3,4,9,0.4,-17,-10
CCCCN(C(=O)CSCC(=O)Nc1ccc(OC)cc1)c1c(N)n(CC(C)C)c(=O)[nH]c1=O,5,1,0,5,0,4,0.2,4,1
Cc1c(C(=O)Nc2nc3ccccc3[nH]2)cccc1[N+](=O)[O-],2,3,-1,-3,-17,-3,3.2,-5,4
OC1(c2ccc(F)cc2)CCN(Cc2nnnn2Cc2cccs2)CC1,4,2,-3,-5,11,-8,-0.1,5,3
O=C(CCC(=O)Nc1ccc(F)cc1)N/N=C/c1ccc(O)cc1,12,3,-5,2,-4,2,3.2,-12,-3
O=C(CCCSc1nc2ccccc2[nH]1)Nc1nnc(C2CC2)s1,-1,5,0,0,13,-4,0.2,-3,-3
CC1CCC2C(=O)N(c3ccccc3OC(=O)c3ccccc3)C(=O)C2C1 (stereo not given),-3,3,2,-2,-1,-6,-1.0,2,-1
Cc1ccc(-c2nc(CS(=O)CC(=O)NC3CCCC3)c(C)o2)cc1 (stereo not given),0,0,-3,-1,7,1,-2.8,-8,-4
Clc1ccc(-n2cccc2)cn1,5,1,0,0,5,6,0.8,-4,6
Fc1cccc(CNc2ncnc3ccc(-c4ccc5c(c4)OCO5)cc23)c1,4,0,-11,0,1,0,0.4,10,4
COC(=O)c1ccc(CO/N=C/c2ccccc2OC)cc1,8,1,-4,3,19,-8,1.3,-6,5

# Compound activity as filed in PubChem BioAssay.
